Compound activity deposited in PubChem BioAssay by National Center for Advancing Translational Sciences (NCATS).
Vif-A3G inh = qHTS for Inhibitors of Vif-A3G Interactions: qHTS; DNA dC->dU-editing enzyme APOBEC-3G (Homo sapiens), Q9HC16; HeLa A3G-eYFP + Vif (tagged APOBEC3G with the HIV-1 protein that degrades it), YFP fluorescence, overnight; Potency, µM (highest dose often 46.1 µM), inactives show at the highest dose activity, negative = active, actives largely listed as inhibitors; 0.076% of 410,000 active;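 further: potency means the concentration at half of the fitted maximal effect; on the % scale 0 is the no-effect control and ±100 the full control effect; nearly all actives have a fitted effect of over 60% in size; hits raise eYFP signal because A3G escapes Vif-driven loss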
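Read-out is eYFP fluorescence (Ex 488/Em 500-530) from Vif-expressing HeLa A3G-eYFP cells; more signal means A3G escaped Vif-mediated degradation. Cells plated overnight, compound pinned in, incubated overnight at 37 deg C.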
Glioma ERSR ind = qHTS for Inducers of the Endoplasmic Reticulum Stress Response (ERSR) in Human Glioma: qHTS; U87-MG GRP78 promoter luciferase reporter, 16 h; Potency, µM, inactives show top-dose activation, usual class: activators; 0.02% of 420,000 active; AID 602332, 2012; further: potency means the concentration at half of the fitted maximal effect; series mostly up to about 76 µM; % of control where 0% means no effect; nearly all actives have a fitted effect of over 35% in size
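ERSR induction read as luciferase luminescence (Bright-Glo, 10 min at room temperature) in stably transfected human U87-MG glioma cells exposed to compounds for 16 h, using GRP78 as sensor.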
LDHA inh = qHTS assay for inhibitors of human lactate dehydrogenase | L-lactate dehydrogenase A chain (Homo sapiens), P00338 | purified LDHA, NADH/diaphorase-resazurin fluorescence; stronger effect = lower value | activity change, % (values are at about 110 or 230 µM) | 0.15% of 480,000 active; in the data active means activity change below about -30%; inconclusive means mostly about -25% to -30%;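 further: plate controls were DMSO wells for no effect and wells without enzyme for full effect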
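Remaining NADH was detected by diaphorase (0.133 mg/mL) converting 37 µM resazurin to fluorescent resorufin, read at 0 and 20 minutes. The preceding 5-minute room-temperature reaction used 2 nM LDHA, 0.2 mM sodium pyruvate and 0.06 mM NADH at pH 7.4.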
RGS4 inhibitor = Inhibitors of Regulator of G Protein Signaling (RGS) 4: qHTS; Regulator of G-protein signaling 4 (Homo sapiens), P49798; Transcreener GDP fluorescence polarization, RGS4-accelerated GTP hydrolysis; Potency, µM (doses to about 114 µM), without a hit: at the top dose activity change, negative = inhibition, usual class: inhibitors; 0.039% of 390,000 active; AID 504845, 2011; further: potency means the concentration at half of the fitted maximal effect; on the % scale 0 is the no-effect control and ±100 the full control effect; nearly all actives have a fitted effect of over 75% in size; some results filed as inactive show a strong effect at the top dose
Target sequence (P49798 whole entry, looked up): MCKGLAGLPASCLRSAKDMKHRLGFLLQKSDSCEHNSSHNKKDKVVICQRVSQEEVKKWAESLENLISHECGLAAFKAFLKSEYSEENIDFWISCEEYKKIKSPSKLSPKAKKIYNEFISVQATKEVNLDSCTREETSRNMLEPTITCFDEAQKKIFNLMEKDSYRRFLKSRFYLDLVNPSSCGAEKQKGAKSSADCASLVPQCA
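MLSMR compounds (23 nl, pin-transferred) preincubated 10 min at room temperature with a 500nM (2x) first reagent, then RGS4 at 900nM (2x) plus Transcreener GDP mix added; fluorescence polarization (620/688 nm) read before and after 90 min at 30 °C.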
IDH1 R132H inh = qHTS for Inhibitors of mutant isocitrate dehydrogenase 1 (IDH1): qHTS; IDH1-R132H enzyme, NADPH consumption, diaphorase/resazurin fluorescence; 0.093% of 390,000 active; Isocitrate dehydrogenase [NADP] cytoplasmic (Homo sapiens), O75874; AID 602179, 2012; Potency, µM (doses to about 76.6 µM), inactives show at the top dose activity change, negative = inhibition, usual class: inhibitors; further: potency means the concentration at half of the fitted maximal effect; on the % scale 0 is the no-effect control and ±100 the full control effect; nearly all actives have a fitted effect of over 65% in size
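IDH1-R132H (0.5 ug/mL) preincubated 30 min with compound, then NADPH (0.016 mM) and alpha-KG (2 mM) added; 80 min at RT, pH 7.5. Remaining NADPH coupled via diaphorase/resazurin to fluorescence (540/590 nm); concentration-response curves normalized to no-enzyme control.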
TrxR1 substrate = qHTS Assay for Substrates of Mammalian Selenoprotein Thioredoxin Reductase 1 (TrxR1): qHTS. Potency, µM (doses to about 114 µM), for the others: top-dose activity change, negative = substrate turnover. 0.01% of 390,000 active. AID 588456, 2011. Thioredoxin reductase 1, cytoplasmic (Rattus norvegicus), O89049. purified TrxR1 substrate turnover, NADPH consumption readout; further: potency means the concentration at half of the fitted maximal effect; on the % scale 0 is the no-effect control and ±100 the full control effect; nearly all actives have a fitted effect of over 50% in size
Target sequence (O89049 whole entry, looked up): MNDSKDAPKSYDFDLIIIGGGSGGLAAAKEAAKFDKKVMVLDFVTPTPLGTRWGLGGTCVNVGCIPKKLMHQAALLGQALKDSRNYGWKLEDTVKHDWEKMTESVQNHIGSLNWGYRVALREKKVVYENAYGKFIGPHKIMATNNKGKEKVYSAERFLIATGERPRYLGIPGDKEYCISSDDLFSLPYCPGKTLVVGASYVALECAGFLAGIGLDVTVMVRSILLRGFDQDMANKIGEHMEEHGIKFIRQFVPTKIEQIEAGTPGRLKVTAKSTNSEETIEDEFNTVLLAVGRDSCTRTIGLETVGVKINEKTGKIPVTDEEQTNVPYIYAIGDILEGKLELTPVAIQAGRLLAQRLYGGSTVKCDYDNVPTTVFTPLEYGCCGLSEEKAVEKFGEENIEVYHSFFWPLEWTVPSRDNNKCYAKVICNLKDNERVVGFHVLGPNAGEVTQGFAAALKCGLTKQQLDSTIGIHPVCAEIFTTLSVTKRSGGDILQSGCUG
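Rat TrxR1, dispensed at 90 nM, was prereduced with 400 uM NADPH (final) for 5 min at ~22 deg C, then incubated with compound 15 min before 400 uM selenite. A first-read NADPH fluorescence drop versus no-compound background flagged substrates.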
USP1-UAF1 inh = Inhibitors of USP1/UAF1: Primary Screen; AID 743255, 2014; recombinant USP1/UAF1, Ub-Rhodamine cleavage fluorescence; Ubiquitin carboxyl-terminal hydrolase 1 (Homo sapiens), O94782; Potency, µM (highest dose often 57.1 µM), inactives show top-dose activity change, negative = inhibition, hits mostly inhibitors; 0.23% of 390,000 active; further: potency means the concentration at half of the fitted maximal effect; on the % scale 0 is the no-effect control and ±100 the full control effect; nearly all actives have a fitted effect of over 60% in size; inactives centre near -12
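USP1/UAF1 complex (1 nM) preincubated 15 min at room temperature with compound, then Ub-Rho substrate (150 nM final) added. Kinetic fluorescence at 480/540 nm over 6 reads at 60 s intervals; 50 mM HEPES pH 7.8, 0.5 mM EDTA, 0.1 mg/ml BSA, 1 mM TCEP, 0.01% Tween-20.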
Vif-A3F inh = qHTS for Inhibitors of Vif-A3F Interactions: qHTS; HeLa A3F-eYFP + Vif (tagged APOBEC3F with the HIV-1 protein that degrades it), YFP fluorescence increase; Potency, µM (top dose mostly 46.1 µM), without a hit: at the top dose activity, negative = active; 0.2% of 390,000 active; AID 602313, 2012; further: potency means the concentration at half of the fitted maximal effect; % of control where 0% means no effect; nearly all actives have a fitted effect of over 65% in size
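Fluorescence increase (Ex 488/Em 500-530) after overnight compound treatment at 37 deg C flags inhibition of Vif-driven A3F-eYFP loss in stable HeLa A3F-eYFP/Vif cells seeded overnight beforehand.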
rTrxR1 inhibitor = qHTS Assay for Inhibitors of Mammalian Selenoprotein Thioredoxin Reductase 1 (TrxR1): qHTS; AID 588453, 2011; 1% of 390,000 active; Potency, µM (doses to about 114 µM), inactives show at the highest dose activity change, negative = inhibition, actives largely listed as inhibitors; Thioredoxin reductase 1, cytoplasmic (Rattus norvegicus), O89049; recombinant rTrxR1, NADPH fluorescence consumption, selenite substrate; further: potency means the concentration at half of the fitted maximal effect; on the % scale 0 is the no-effect control and ±100 the full control effect; nearly all actives have a fitted effect of over 65% in size
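Rat TrxR1 (90 nM in the dispensed reagent) was pre-reduced with 400 uM NADPH for 5 min at room temperature, then incubated with compound for 15 min. After 400 uM selenite was added, NADPH fluorescence (Ex 340/Em 450 nm) was followed for 8 min.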
Numbers without * were called inactive; u = inconclusive; x = not tested or not shown; [ ] = remark or other dose. Unless noted, the call rests on the fitted dose curve; in most records, active means well fitted curve in the direction sought with a large enough effect; inconclusive means small, poorly fitted or top-dose-only effect, or another doubt; inactive means no such curve, though single readings can be large; an effect the other way counts as inactive or inconclusive. An excerpt (hit frequency here may not be typical).

nr	mol	Vif-A3G inh	Glioma ERSR ind	LDHA inh	RGS4 inhibitor	IDH1 R132H inh
1	CCOC(=O)c1c(/N=C/c2cc([N+](=O)[O-])ccc2O)sc(C)c1C	0%	-3%	0	1%	0%
2	O=C(CN1CCc2ccccc2C1)Nc1ccccc1N1CCCCCC1	0%	-6%	-11	-15%	2%
3	O=C(O)c1ccccc1C(=O)N1N=C2/C(=C/c3cccc([N+](=O)[O-])c3)CCCC2C1c1cccc([N+](=O)[O-])c1 (stereo unspecified)	0%	0%	-5	3%	1%
4	Cc1c(Cc2ccccc2)[n+](=O)c2ccccc2n1[O-]	-3%	-3%	-6	x	8%
5	CCOC(=O)Cc1csc(NC(=O)Nc2ccc(C)cc2)n1	-2%	-1%	-9	-13%	-9%
6	COc1ccc(C2C(C#N)=C(N)Oc3cc(O)ccc32)cc1C (stereo unspecified)	-14%	2%	0	-22%	8%
7	COc1ccc(OCc2nnc(SCC(=O)N3c4ccccc4Sc4ccc(Cl)cc43)o2)cc1	1%	-3%	0	18%	0%
8	O=C(O)c1ccccc1NCc1cccnc1	1%	0%	-12	29%	2%
9	O=S(c1ccccc1O)S(=O)c1ccccc1O (stereo unspecified)	-14%	-3%	-7	-140%	10%
10	CCc1ccc(NC(=O)CSC2=Nc3ccccc3C3=NC(CCC(=O)NCCc4ccccc4)C(=O)N23)cc1 (stereo unspecified)	3%	-4%	-6	14%	-5%
11	CCN(CC)c1ccc(/C=C/c2nccc3ccccc23)cc1	u	1%	0	x	x
12	COc1ccc(CN(C(=O)CNC(=O)c2ccco2)C(C(=O)NCC2CCCO2)c2ccccc2)cc1 (stereo unspecified)	1%	-5%	-2	18%	7%
13	COC(=O)c1ccc(NC(=O)CN(c2ccc(C)cc2)S(=O)(=O)c2c(C)n[nH]c2C)cc1	-2%	16%	-6	1%	9%
14	CCn1c(SCC(=O)N(C)C2CCCCC2)nc2cc(S(N)(=O)=O)ccc21	3%	-1%	-5	26%	4%
15	Cc1ncc(CN2CCCC(C(=O)Nc3ccc(-c4ccco4)cc3)C2)cn1 (stereo unspecified)	-3%	0%	-12	u	3%

nr	TrxR1 substrate	USP1-UAF1 inh	Vif-A3F inh	rTrxR1 inhibitor
1	0%	-1%	10%	-3%
2	0%	-21%	-14%	14%
3	-10%	-16%	-3%	-17%
4	x	-19%	1%	x
5	7%[57.1 µM]	-12%	17%	4%[11.4 µM]
6	-1%	-22%	5%	16µM*
7	-7%	-10%	2%	-14%
8	-5%	-4%	-3%	-14%
9	-9%	-18%	-3%	129%[activator]
10	7%[57.1 µM]	-10%	4%	19%[57.1 µM]
11	-10%	x	x	4%
12	-6%	-24%	6%	5%[57.1 µM]
13	-3%[57.1 µM]	-6%	2%	-5%[57.1 µM]
14	-4%	-13%	1%	17%
15	0%	-5%	-6%	-21%

Entries of single compounds as entered above. Order of values: Vif-A3G inh | Glioma ERSR ind | LDHA inh | RGS4 inhibitor | IDH1 R132H inh | TrxR1 substrate | USP1-UAF1 inh | Vif-A3F inh | rTrxR1 inhibitor
Cc1c(Cc2ccccc2)[n+](=O)c2ccccc2n1[O-] is listed as -3% | -3% | -6 | x | 8% | x | -19% | 1% | x
O=C(CN1CCc2ccccc2C1)Nc1ccccc1N1CCCCCC1 is listed as 0% | -6% | -11 | -15% | 2% | 0% | -21% | -14% | 14%
CCN(CC)c1ccc(/C=C/c2nccc3ccccc23)cc1 is listed as u | 1% | 0 | x | x | -10% | x | x | 4%
CCn1c(SCC(=O)N(C)C2CCCCC2)nc2cc(S(N)(=O)=O)ccc21 is listed as 3% | -1% | -5 | 26% | 4% | -4% | -13% | 1% | 17%

(list continues)
nr	mol	Vif-A3G inh	Glioma ERSR ind	LDHA inh	RGS4 inhibitor	IDH1 R132H inh
16	O=[N+]([O-])c1ccc(N2CCCCC2)cc1SCCO	0%	0%	2	2%	0%
17	COCc1ccc(C(=O)OC(C)C(=O)Nc2c(C)n(C)n(-c3ccccc3)c2=O)cc1 (stereo unspecified)	-5%	-2%	0	8%	14%
18	O=C(c1cccs1)c1cn(CC(=O)N2CCc3ccccc3C2)c2ccccc12	-9%	0%	-4	11%	8%
19	Cc1ccccc1NC(=S)N(C)C1(c2ccccc2Cl)CCCCC1=O (stereo unspecified)	2%	-4%	-10	-25%	-2%
20	COc1ccc2oc(-c3ccc(C)c(NC(=O)c4cccnc4)c3)nc2c1	5%	0%	-4	5%	2%
21	CN(C)c1ccc(C=NCCC2(O)CCOC(C)(C)C2)cc1 (stereo unspecified)	-1%	1%	-5	10%[11.4 µM]	-1%
22	COc1ccc(N2CCN(S(=O)(=O)c3ccc4c(c3)C(C(C)C)C(=O)N4)CC2)cc1 (stereo unspecified)	6%	-4%	8	5%	18%
23	O=c1c(-c2cc3ccccc3o2)[n+]([O-])c2ccccc2n1OCc1ccccn1	1%	2%	4	-11%	11%
24	O=C(CN1CCN(S(=O)(=O)c2ccc(Br)s2)CC1)NCC1CCCCC1	-1%	-4%	-4	x	6%
25	COc1ccc(N2C(=O)CS(=O)(=O)C23C(=O)N(Cc2c(F)cccc2Cl)c2ccccc23)cc1 (stereo unspecified)	1%	-6%	1	-12%	8%
26	O=C(COC(=O)c1ccccc1F)Nc1ccc2c(c1)OCCO2	0%	2%	-15	7%	1%
27	COc1cc(OC)cc(-c2sc3ccc(OC)cc3c2C#CC(C)(C)O)c1	-27%	-6%	10	16%	6%
28	C[C@H](NC(=O)OCc1ccccc1)C(=O)NNC(=O)[C@H](C)NC(=O)OCc1ccccc1	-2%	0%	-3	-2%	7%
29	S=C(NCCN1CCOCC1)NC1CCCCC1	-2%	0%	1	9%	3%
30	COc1ccc(CCNCC(=O)Nc2ccc(OC(F)(F)F)cc2)cc1OC	3%	-3%	-18	17%	0%

nr	TrxR1 substrate	USP1-UAF1 inh	Vif-A3F inh	rTrxR1 inhibitor
16	-2%	-20%	1%	14%
17	7%	-21%	-4%	18%
18	5%	-1%	-18%	24%
19	-13%	-8%	-19%	-14%
20	13%[57.1 µM]	-10%	0%	60%[activator][57.1 µM]
21	0%[57.1 µM]	-9%	3%	6%[57.1 µM]
22	-9%	u	0%	-5%
23	2%[0.457 µM]	-10%	11%	4%
24	x	-2%	0%	x
25	0%	u	-1%	29%
26	-6%	3%	-20%	-1%
27	15%[57.1 µM]	-8%	1%	19%[57.1 µM]
28	8%	u	-5%	12%
29	5%	-16%	11%	-3%
30	5%	-5%	-5%	35%[11.4 µM]

Carrying on.
nr	mol	Vif-A3G inh	Glioma ERSR ind	LDHA inh	RGS4 inhibitor	IDH1 R132H inh
31	O=C(c1ccc2c(c1)OCO2)c1cn(Cc2ccc(F)cc2)c2ccccc2c1=O	2%	-2%	-15	11%	-16%
32	CCOc1ccc2[nH]cc(C(=O)N3CCN(C4CCCCC4)CC3)c(=O)c2c1	0%	-4%	-3	-15%	-4%
33	CCN(C(=O)COC(=O)COc1ccc2c(c1)CCC2)c1c(N)n(Cc2ccccc2)c(=O)[nH]c1=O	0%	-2%	-12	3%	-2%
34	CCc1ccc(Nc2ncnc3sc4c(c23)CCCC4)cc1	-3%	-3%	-3	13%	12%
35	Cc1ccc(-n2c(N)c(Br)c(=O)[nH]c2=O)cc1C	6%	-3%	-7	12%	5%
36	Cc1ccc(C)c(-n2c(-c3ccc(Br)cc3)csc2=NC(=O)c2ccccc2F)c1	3%	-8%	0	-6%	2%
37	Cc1nn(-c2ccccc2)c(C)c1/C=N/O	0%	4%	-4	6%	2%

nr	TrxR1 substrate	USP1-UAF1 inh	Vif-A3F inh	rTrxR1 inhibitor
31	-5%	-7%	3%	12%
32	19%	u	1%	18%
33	0%	-10%	4%	10%
34	-3%[57.1 µM]	-26%	-3%	19%[57.1 µM]
35	1%	-23%	-1%	6%
36	41%[activator]	-11%	2%	53%[activator]
37	-3%	3%	-1%	-4%
